Compound activity (PubChem)
KDM5B inh: inhibitors of human KDM5B histone demethylase; Q9UGL1; KDM5B demethylase, FDH-coupled NADH fluorescence (FDH is formaldehyde dehydrogenase); Potency, µM (series often up to 57.7 µM), for the others: top-dose activity change, negative = inhibition, usual class: inhibitors; 2.6% of 220,000 active; active means well fitted inhibition curve with a large enough effect; inconclusive means small, poorly fitted or top-dose-only effect; inactive means no such curve, though single readings can be large or run the other way; further: 0% is about no effect; nearly all actives have a fitted effect of over 70% in size
Target sequence (Q9UGL1 whole entry, looked up): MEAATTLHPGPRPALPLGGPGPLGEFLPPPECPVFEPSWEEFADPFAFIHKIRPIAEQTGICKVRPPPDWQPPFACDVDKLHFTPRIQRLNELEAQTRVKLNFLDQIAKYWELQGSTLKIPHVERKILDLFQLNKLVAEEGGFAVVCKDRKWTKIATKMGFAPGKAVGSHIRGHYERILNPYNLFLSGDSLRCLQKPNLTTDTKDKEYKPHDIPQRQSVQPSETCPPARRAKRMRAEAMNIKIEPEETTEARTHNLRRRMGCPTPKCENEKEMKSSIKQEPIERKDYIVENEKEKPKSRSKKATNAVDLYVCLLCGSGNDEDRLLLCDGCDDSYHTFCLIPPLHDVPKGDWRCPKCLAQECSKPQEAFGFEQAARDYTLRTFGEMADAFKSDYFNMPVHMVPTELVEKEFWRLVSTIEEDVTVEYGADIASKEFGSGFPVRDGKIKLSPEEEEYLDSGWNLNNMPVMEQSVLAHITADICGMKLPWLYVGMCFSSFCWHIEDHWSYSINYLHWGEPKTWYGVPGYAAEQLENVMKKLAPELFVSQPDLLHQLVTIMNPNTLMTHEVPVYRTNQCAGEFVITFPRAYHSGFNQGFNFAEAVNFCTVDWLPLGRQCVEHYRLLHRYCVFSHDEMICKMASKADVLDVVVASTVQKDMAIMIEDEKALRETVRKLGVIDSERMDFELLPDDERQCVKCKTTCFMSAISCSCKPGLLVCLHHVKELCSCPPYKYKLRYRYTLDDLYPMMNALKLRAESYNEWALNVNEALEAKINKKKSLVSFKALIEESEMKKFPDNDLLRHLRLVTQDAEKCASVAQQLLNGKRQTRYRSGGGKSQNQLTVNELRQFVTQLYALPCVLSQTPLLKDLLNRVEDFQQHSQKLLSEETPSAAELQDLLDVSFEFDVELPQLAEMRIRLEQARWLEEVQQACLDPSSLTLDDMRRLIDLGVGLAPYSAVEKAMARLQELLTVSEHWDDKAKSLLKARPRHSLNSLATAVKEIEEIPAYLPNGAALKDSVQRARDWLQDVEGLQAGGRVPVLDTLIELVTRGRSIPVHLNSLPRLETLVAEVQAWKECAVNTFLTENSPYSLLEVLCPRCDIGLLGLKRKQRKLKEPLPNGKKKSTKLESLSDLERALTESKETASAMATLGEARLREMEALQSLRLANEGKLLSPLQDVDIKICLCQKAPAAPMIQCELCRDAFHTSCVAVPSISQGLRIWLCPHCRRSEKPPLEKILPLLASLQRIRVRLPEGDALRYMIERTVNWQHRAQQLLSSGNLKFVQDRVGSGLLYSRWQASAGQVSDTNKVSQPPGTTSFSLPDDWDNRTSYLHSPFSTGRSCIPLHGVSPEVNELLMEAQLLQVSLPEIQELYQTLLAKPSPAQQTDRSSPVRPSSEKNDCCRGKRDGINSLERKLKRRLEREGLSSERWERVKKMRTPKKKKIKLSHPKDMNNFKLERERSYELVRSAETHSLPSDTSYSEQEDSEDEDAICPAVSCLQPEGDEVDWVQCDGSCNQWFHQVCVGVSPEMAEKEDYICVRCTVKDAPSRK
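Here, H3K4me3 peptide (12.5 µM in substrate mix) is demethylated by KDM5BΔAP, 200 nM final, after 10 min compound exposure. Formaldehyde product is coupled through FDH (0.25 U/mL in mix) to NADH fluorescence; 30-min ΔRFU feeds dose-response curves.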
The depositor's hits bear a star; ? = inconclusive; [ ] = dose if it differs, or a comment. Potency means the concentration at half of the fitted maximal effect.

item	Molecule	KDM5B inh
1	CC1CCc2nc3ccc4ccccc4c3c(-c3ccc(O)cc3)c2C1 (stereo unspecified)	-2.4%
2	CN(C)S(=O)(=O)c1cccc(C(=O)Nc2ccc(N3CCCCC3)c3ccncc23)c1	-26.3%
3	CC[C@H]1CN(C(=O)Nc2cccc(C(F)(F)F)c2)CC[C@H]1CC(=O)NCc1ccc(F)cc1	-13.3%
4	COCCNC(=O)[C@@H]1C[C@@H](O)CN1C1CCN(C(=O)c2cc(F)ccc2F)CC1	21.7%
5	O=C(COc1ccccc1)NCCc1csc(-c2ccc(F)cc2)n1	-25.7%
6	CCCc1cnc(N2CCN(C(=S)NC)CC2)nc1	4.5%
7	CN1CCN(c2ccc(NC(=O)c3ccc(-c4ccc(Cl)cc4)o3)cc2)CC1	12.0%
8	COc1cccc(F)c1-c1nc(C)c(C(=O)Nc2cccnc2)s1	19.6%
9	Nc1nnc(Cc2cccc(Br)c2)s1	37.0%
10	COC(=O)c1ccc(NC(=O)N2CCCC(Cc3nncn3CC3CC3)C2)cc1 (stereo unspecified)	9.4%
11	CC(=O)N1c2ccc(S(=O)(=O)NCC3CCC(C(=O)Nc4cccc(F)c4)CC3)cc2CC1C (stereo unspecified)	-14.3%
12	Nc1nc(Nc2ccccc2)sc1C(=O)c1ccc(Cl)cc1	5.5%
13	Cc1cc2oc(=O)cc(COC(=O)c3cnccn3)c2cc1C(C)C	-18.1%
14	Cc1ccc(C(=O)N2CCCN(c3cc(-c4ccccc4)[nH]n3)CC2)cc1	?
15	O=C(O)CCn1ccc2cc(S(=O)(=O)N3CCCCCC3)ccc21	?
16	C=CCc1cccc2cc(C(=O)NCCc3c(C)[nH]c4c(C)cccc34)c(=O)oc12	-0.2%
17	COc1cc(C2C(C#N)=C(N)OC3=C2C(=O)CCC3)cc2c1OCO2 (stereo unspecified)	-2.3%
18	CCCC(=O)Nc1ccc(-c2nc3ccc(C)cc3o2)cc1	?
19	CC(c1ccc(F)cc1)N1Cc2cc(NC(=O)COc3ccccc3)ccc2OCC1=O (stereo unspecified)	-16.3%
20	CN1CCCCCCN(C(=O)c2ccnn2C)[C@H]2CCC[C@H]2C1=O	-1.6%
21	Cc1cc2ccccc2n1CC(=O)N(C)Cc1ccc(C(N)=O)cc1	4.3%
22	COC(=O)c1ccc(N2C[C@H]3OC(=O)N(CCc4ccc(OC)cc4)[C@H]3C2)nc1	-10.4%
23	Cn1c(=O)nc2n(-c3ccc(Br)cc3)c3cccc(Cl)c3cc-2c1=O	-3.8%
24	CCn1c(=NC(=O)c2ccc(S(=O)(=O)N3CCCCC3)cc2)sc2cccc(OC)c21	42.1%
25	Cc1ccc(C(=O)Nc2ccc(CN3CCS(=O)(=O)CC3)cc2)cc1C	31.7%
26	Cc1cccc(-c2cccc(NC(=O)C3CCCN(C(=O)CC(F)(F)F)C3)c2)c1 (stereo unspecified)	-16.1%
27	O=C(/C=C/c1cc2ccccc2nc1N1CCOCC1)c1ccccc1F	-21.8%
28	CN1CCOc2c(C(=O)NCc3cnn(C)c3)cc(-c3ccccc3O)cc21	28.2µM*
29	O=C(N[C@@H]1CCN(Cc2ccc(-c3ccn[nH]3)o2)C[C@H]1O)c1cnccn1	?
30	CCc1cccc(C)c1NC(=O)C1CCN(S(=O)(=O)c2cccc3nonc23)CC1	-0.4%
31	c1ccc(N2CCN(Cc3nnc(-c4ccc5c(c4)OCO5)o3)CC2)cc1	209.9%[activator]
32	Cc1ccc(CNC(=O)c2cc(-c3ccc(C)c(C)c3)nc3ccccc23)cc1	1.0%
33	CN1CCN(c2ccc(-c3cccc(N)c3)nn2)CC1	-2.5%
34	CCn1c2c(c(=O)n1Cc1ccccc1)CCN(C(=O)c1cnccn1)C2	-16.0%[86.2 µM]
35	COc1ccc(-c2nn3c(-c4ccc(OC)cc4)nnc3c3ccccc23)cc1	-3.8%
36	O=C(OCC(=O)N1CCCCCC1)c1ccc(S(=O)(=O)NCc2ccco2)cc1	7.4%
37	Cc1ccc(N2CC(NC(=O)C(=O)c3c[nH]c4ccccc34)CC2=O)cc1 (stereo unspecified)	-12.6%
38	CC(=O)c1sc(Nc2ccc(C)c(C)c2)nc1C	-3.4%
39	O=[N+]([O-])c1cccc2nc(/C=C/c3cccc(C(F)(F)F)c3)ccc12	4.3%
40	COC(=O)c1ccc(CO/N=C/c2ccccc2Cl)cc1	8.8%
41	COc1ccccc1OCC(=O)Nc1ccc2c(=O)c3cccc(Cl)c3oc2c1	?
42	O=C(Oc1c(-c2ccccc2)c(=O)n2c3c(cccc13)CC2)c1ccco1	-13.2%
43	Cc1c(C(=O)N2CCC(C(=O)Nc3ccc4c(c3)OCO4)CC2)oc2ccccc12	-11.1%
44	Cc1ccccc1C(=O)Cn1c(=O)n(CCc2ccccc2)c(=O)c2sccc21	-4.0%
45	Cc1ccc2c(c1C)NC(=O)C2(O)C(F)(F)F (stereo unspecified)	-2.8%
46	CC(C)(C)c1nc(CN2CCC(c3nc4ccccc4s3)CC2)no1	?
47	COc1ccc(-n2nc(C3CCCN(C(=O)c4ccccc4C)C3)[nH]c2=O)cc1 (stereo unspecified)	0.6%
48	COc1ccccc1Nc1cc(C(=O)NCCCN(C)C2CCCCC2)c2ccccc2n1	-61.3%
49	CCNC(=O)NCc1ccc(C(=O)OC)cc1	-0.4%
50	O=C(CCc1nnn2c1CN(C(=O)NCCc1ccccc1)CC2)N1CCOCC1	-14.0%

Next section.
item	Molecule	KDM5B inh
51	c1ccc(-c2cc(CC3(NCc4cnc5ccccc5c4)COC3)no2)nc1	?
52	Cn1c(C(=O)Nc2ccc(OC(F)(F)F)cc2)cc2c(=O)n3ccccc3nc21	?
53	Cc1ccc(C)c(N(CC(=O)NCc2ccccc2)C(=O)c2csnn2)c1	4.6%
54	Cc1cccc(-c2noc([C@@H]3C[C@@H](O)CN3Cc3ccc(Cl)cc3)n2)c1	1.5%[86.2 µM]
55	CCOC(=O)CSc1nc(-c2ccc(C)cc2C)cc(-c2ccccc2)c1C#N	-49.0%
56	O=C(Cc1ccccc1)NCCC1CCN(C(=O)Nc2cc(F)ccc2F)CC1	-0.5%
57	NS(=O)(=O)c1ccc(F)c(C(=O)NCc2noc(-c3ccco3)n2)c1	8.5%
58	O=C(Cc1ccc(-n2cnnn2)cc1)NC1CCOC2(CCOCC2)C1 (stereo unspecified)	26.7%
59	Cc1ccccc1OCC(=O)Nc1ccc2oc(=O)ccc2c1	?
60	COc1ccc(OCC2(C)COc3ccc(C(=O)Nc4ccccc4)cc3N2)cc1 (stereo unspecified)	28.2µM*
61	O=C(NCCc1ccccc1)C(Cc1ccccc1)NS(=O)(=O)c1ccc(Br)s1 (stereo unspecified)	7.0%
62	CC(NC(=O)c1ccc[n+]([O-])c1)c1cccc(C(F)(F)F)c1 (stereo unspecified)	-15.5%
63	O=C(NCCc1cnc[nH]1)c1cc(-c2ccccc2F)cc2c1OCCN2Cc1cccnc1	22.4µM*
64	CC1CCC2(CC1)NC(=O)N(NC(=O)c1cc3ccccc3o1)C2=O (stereo unspecified)	?
65	O=C(CSc1nc(=O)n(Cc2ccco2)c2c1CCC2)NCc1ccco1	6.9%
66	Cc1ccc2c(CN3c4ccccc4CC3C)cc(=O)oc2c1 (stereo unspecified)	-8.2%
67	O=C(c1ccc(-c2ccn[nH]2)cc1)N1CCCC(CCc2c(F)cccc2F)C1 (stereo unspecified)	-20.1%
68	COC(=O)c1c(C)[nH]c(C(=O)C(C)Nc2ccc(OC)cc2OC)c1C (stereo unspecified)	11.2%
69	CC(SCc1coc(-c2ccc(Cl)cc2)n1)C(=O)NC(C)(C)C (stereo unspecified)	9.9%
70	CC(=O)Nc1ccc(-c2c(C(C)C)nn(-c3cccc(F)c3)c2OC(C)=O)cc1	-27.5%
71	CCOc1ccc(-c2nc(CSCC(=O)N3CCN(c4ccc(F)cc4)CC3)c(C)o2)cc1	10.6%
72	Cc1ccc(C(=O)CS(=O)(=O)c2ccc(C)cc2)cc1	-8.5%
73	CC1CCCN(CC2CCCCN2)C1 (stereo unspecified)	?
74	CC(C)NC(=O)N1CCCC1c1noc(CCC(=O)O)n1 (stereo unspecified)	2.6%
75	CC(C)(CNC(=O)c1cc(-c2ccc3c(c2)CCCC3)on1)N1CCOCC1	205.8%[activator]

The listing continues:
entry | Molecule | KDM5B inh
76 | Cc1cccc(N(Cc2cc(=O)[nH]c3ccccc23)C(=O)C(C)C)c1 | -26.4%
77 | CC(=O)Nc1ccc(S(=O)(=O)NCC(=O)O)cc1 | 1.0%
78 | COc1ccc(-n2nnc(-c3nc(-c4cccs4)no3)c2N)cc1OC | -21.5%
79 | CCN(CC)S(=O)(=O)c1ccc(/C=C/C(=O)OCC(=O)C(C)(C)C)cc1 | 23.2%
80 | COc1ccc(Br)c(C(=O)OCc2cc(=O)oc3cc(C)ccc23)c1 | ?
81 | Cc1nn(C)c(C)c1S(=O)(=O)NCCc1ncc(C)n1Cc1ccc(F)cc1 | 10.3%
82 | O=C(C1CCCN(C2CCN(c3nc4ccccc4o3)CC2)C1)N1CCSCC1 (stereo unspecified) | -35.5%
83 | COc1ccc(N(Cc2cccs2)C(=O)COc2ccc(C(C)C)cc2)cc1 | -14.2%
84 | O=C(CN1C(=O)C2(SCC(=O)N2c2ccccc2)c2ccccc21)NCCc1ccccc1 (stereo unspecified) | ?
85 | COc1ccccc1Nc1ncc2c(n1)CN(C(=O)Cc1ccc3c(c1)OCO3)CCN2 | ?
86 | OC12CC3CC(C1)CC(NCc1ccccc1)(C3)C2 | -4.7%
87 | Cc1cc(C(=O)NCc2c[nH]c3ncccc23)ccc1Cl | -2.8%[86.2 µM]
88 | COCCCn1c(=O)/c(=C\c2ccccc2OC(F)F)s/c1=C(/C#N)C(=O)NCCOC | ?
89 | Cc1ccc(C2Cn3nnc(-c4noc(-c5ccccc5F)n4)c3CO2)cc1 (stereo unspecified) | -28.7%
90 | CCCCNC(=O)NCCN1CCOCC1 | 28.6%
91 | CCOC(=O)[C@H]1C[C@@H]2NCCCCCCNC(=O)[C@@H]2C1 | 25.6%
92 | CCOC(=O)c1ccc(CNC(=O)N2CCC3(CC2)CN(c2ccccc2)C3=O)cc1 | 14.9%
93 | COc1cc(CN2CCC(n3nccc3NC(=O)C3CC3)CC2)cc(OC)c1 | 12.7%
94 | O=C(CCc1ncc(-c2c(F)cccc2F)o1)NCCCN1CCOCC1 | -6.7%
95 | COc1ccc(S(=O)(=O)NCC2Cn3cccc3C(=O)N2C)cc1 (stereo unspecified) | 9.3%
96 | Cc1cc(F)ccc1NC(=O)Cn1c(=O)ccc2cc(S(=O)(=O)N3CCC(C)CC3)ccc21 | 6.3%
97 | O=C(NCc1ccc2c(c1)OCO2)c1ccc(N2CCCN(Cc3ccccc3)C2=O)cc1 | -7.2%
98 | CCCCc1nn2c(=O)cc(COC(=O)c3ccccc3NC(=O)C(C)(C)C)nc2s1 | -2.8%
99 | CC(C)(C)c1ccc(-c2cc(C[C@H]3CNCC[C@H]3CC(=O)NC3CCCCC3)no2)cc1 | ?
100 | COc1ccc(C(=O)Nc2oc3ccc(Cl)cc3c(=O)c2-c2cc(OC)c(OC)c(OC)c2)cc1 | 0.5%
101 | Cc1ccc(CN(C(=O)c2ccco2)c2ccc(CC(=O)NCC(C)C)cc2)cc1 | 0.7%
102 | COc1cc(C=O)c(Br)cc1OCCc1ccccc1 | -1.5%
103 | CC(C)c1cc(C(=O)NCc2ccc(F)cc2)no1 | -1.1%
104 | CC(C)c1ccc(S(=O)(=O)NCCc2cccc3cccnc23)cc1 | -12.9%
105 | CCCNc1nc2ccccc2nc1C(=O)Nc1ccc(OCC)cc1 | 8.9%
106 | Cc1cccc(-n2c(SCc3nc(-c4ccccc4C)no3)nnc2-c2ccccc2)c1 | 2.7%
107 | COc1cccc(CCNC(=O)c2c(C)noc2-c2ccc(OC(F)(F)F)cc2)c1 | -12.4%
108 | CC1CCCN1c1ncnc2c1CN(C1CCCNCC1)C(=O)CN2C (stereo unspecified) | ?
109 | CC1(C)CC2(CCCN(CC(O)(c3ccccc3)c3ccccc3)C2)CCO1 (stereo unspecified) | -19.6%
110 | Brc1ccc(-c2ccc(CNc3ncn[nH]3)o2)cc1 | -6.3%
111 | O=C(NC1CC2CCC1C2)c1ccc(I)cc1 (stereo unspecified) | 20.7%
112 | O=C(c1cccnc1)N1CCC2(CNS(=O)(=O)c3cnccc3O2)C1 (stereo unspecified) | 13.1%[115 µM]
113 | COc1ccc(-c2ccc3c(c2)C(=O)N2CCN(C(=O)c4cccc(F)c4)C[C@@H]2C(=O)N3)cc1 | 17.8µM*
114 | CC(=O)c1ccccc1NC(=O)COc1ccccc1C(N)=O | -18.2%
115 | CCOCCc1nn2c(=O)cc(COC(=O)CNC(=O)c3ccc(F)cc3)nc2s1 | 18.9%
116 | Cc1ccccc1NC(=O)CN1C(=O)CCn2nc(-c3cccn3C)cc21 | -26.3%

Not all compounds are listed. The share of hits here may be higher or lower than overall.
